Source: PubChem
FN deposit inh: fibronectin deposition inhibition; hit rate 0.086% among 350,000; inhibition, % at 12.6 µM; AH1F fibroblasts, Alexa488-fibronectin deposition fluorescence, overnight;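 active means mean inhibition across replicates of 30% or more, regardless of how many single replicates reach that level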;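 further: positive control wells lacked labelled fibronectin entirely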
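Assay system: AH1F fibroblasts / Quantity: 10000 cells per well / Medium: DMEM plus 2% serum, read in PBS / Reagent: labelled fibronectin 24 nM / Dosing: single dose, pinned / Times: 1 h cell attachment, overnight exposure to compound and label / Signal: fluorescence, ex 485 nm, em 525 nm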
RAD54 inh: blocks human RAD54 Holliday junction branch migration; Q92698; FAM/BHQ fluorescence; inhibition, % at 10.4 µM; hit rate 0.14% among 360,000; AID 602329;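 active means mean normalized replicate activity at least 40 and at least half of replicates scoring 40 or more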;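 further: 0% = median of neutral control wells and 100% = median of positive control wells; inhibitors cause a drop in the FAM fluorescence signal; in these data hits start at about 50%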
Xi reactivation: reactivates the inactive X chromosome in mouse fibroblasts | XiGFP mouse fibroblasts, % GFP-positive cells imaging, 3 d; cells co-treated with 5-aza-dC sensitizer; scaled so ellipticine positive control = 100% | activation, % at 7.58 µM | hit rate 0.055% among 360,000;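 active means mean normalized replicate activation at least 10% and every replicate at or above 10%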;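 further: 0% = median of on-plate neutral control wells and 100% = ellipticine 6 µM median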
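Material: XiGFP fibroblasts, SV40-immortalized; Buffer or medium: DMEM containing 5-aza-dC; Compound dosing: single point; Times: 3 days compound exposure.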
EWS-Fli inh: blocks EWS/Fli oncoprotein-driven transcription; A673 NR0B1-luciferase reporter, viability-normalised; inhibition, % at 12.6 µM; hit rate 0.67% among 350,000; AID 651661;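 active means mean inhibition of at least 50% after viability correction, with every replicate also passing that limit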;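 further: firefly luciferase signal divided by Alamar Blue viability fluorescence both relative to DMSO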
RAD52 inh: blocks human RAD52 DNA annealing | P43351 | recombinant RAD52 DNA annealing, FRET fluorescence | inhibition, % at 18.7 µM | hit rate 0.46% among 360,000 | AID 651710;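 active means every replicate showing at least 50% inhibition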
Target sequence (P43351 whole entry, looked up): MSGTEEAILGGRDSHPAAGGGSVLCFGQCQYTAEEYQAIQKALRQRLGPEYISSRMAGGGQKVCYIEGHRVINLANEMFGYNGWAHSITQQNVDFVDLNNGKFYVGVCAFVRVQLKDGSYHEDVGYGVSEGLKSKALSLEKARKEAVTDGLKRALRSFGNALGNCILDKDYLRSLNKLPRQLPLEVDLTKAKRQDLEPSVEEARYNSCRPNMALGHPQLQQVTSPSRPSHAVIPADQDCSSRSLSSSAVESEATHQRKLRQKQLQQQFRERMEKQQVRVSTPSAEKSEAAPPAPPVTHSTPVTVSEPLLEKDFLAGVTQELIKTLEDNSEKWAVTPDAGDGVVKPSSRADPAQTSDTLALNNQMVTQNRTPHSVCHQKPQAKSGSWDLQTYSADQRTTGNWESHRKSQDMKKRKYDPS
S100A4 inh HTS: inhibitors of human S100A4 binding to myosin IIA peptide; P26447; S100A4/TAMRA-MyoIIA peptide fluorescence polarization; inhibition, % at 10.7 µM; hit rate 0.14% among 360,000;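 active means mean inhibition of at least 70% across replicates, with every replicate also reaching that level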
Target sequence (P26447 whole entry, looked up): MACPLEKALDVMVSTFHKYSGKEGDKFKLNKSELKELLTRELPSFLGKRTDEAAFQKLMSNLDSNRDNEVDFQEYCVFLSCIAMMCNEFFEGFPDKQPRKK
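Material: human S100A4 monomer with TAMRA-labelled myosin IIA peptide; buffer or medium: HEPES pH 7.2 with CaCl2, KCl, NaCl, DTT, Triton; compound dosing: one concentration per compound; schedule: 5 min incubation before reading; benchmarks: neutral control DMSO, positive control TFP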
E-sel inducer: E-selectin induction on HUVECs | P16581 | HUVEC E-selectin immunofluorescence imaging; normalized: neutral wells 0, TNF-alpha wells 100 | activation, % at 7.58 µM | hit rate 0.37% among 260,000 | AID 686992;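 active means mean E-selectin-positive cell signal at least 10% of the positive control, reached in at least 60% of replicates, without over 20% cell loss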;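 further: in these data hits start at about 27%; measured in HUVEC primary endothelial cells; signal is the percent of cells scored E-selectin positive by PE staining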
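System: HUVEC, human umbilical vein endothelial cells; quantity: 3,000 cells/well; buffer or medium: EGM-2 medium, gelatin-coated wells; dosing: single-point compound dose; detection: immunofluorescence imaging; evaluation: % PE-positive cells; benchmarks: TNF-alpha, DMSO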
esBAF inh: blocks esBAF chromatin remodeling in mouse ES cells; Bmi1-luciferase knock-in reporter, 24 h; 100% = twice the neutral-well signal; reporter increase, % at 12.5 µM; hit rate 2% among 350,000; AID 602393; in the data active means activation above about 40%;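 further: 0% = median of the plate's neutral control wells and 100% = double that signal; a rise in the Bmi1 reporter signal indicates esBAF inhibition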
Numbers without * were called inactive; x = not tested or not shown.

SMILES | FN deposit inh | RAD54 inh | Xi reactivation | EWS-Fli inh | RAD52 inh | S100A4 inh HTS | E-sel inducer | esBAF inh
O=C(NCC[C@@H]1CC[C@@H](NC(=O)C2CCCCC2)[C@@H](CO)O1)c1ccc(F)cc1 | 17 | -7 | -0.4 | -1 | -9 | -2 | -0.5 | 2
O=C(NC1CCC1)[C@@H]1[C@@H](CO)[C@@H]2Cn3c(ccc(-c4ccccc4F)c3=O)[C@H]1N2C(=O)CC1CC1 | x | -11 | 0.8 | 7 | 7 | 0 | 0.3 | -6
C[C@@H]1CCCCO[C@@H](CN(C)S(=O)(=O)c2cccs2)[C@@H](C)CN([C@H](C)CO)C(=O)c2cc(N(C)C)ccc2O1 | x | -3 | -1.3 | -2 | 10 | 2 | -0.2 | -1
O=C(C1CC1)N1C[C@@H]2[C@H](c3ccccc31)[C@H](CO)N2C(=O)c1ccccc1F | 1 | 4 | 0.0 | 2 | -1 | -14 | -0.1 | -7
CCOc1cc(-c2cc(-c3ccc(OC)cc3)nc(N)c2C#N)ccc1O | -6 | 3 | x | x | -12 | 0 | x | 6
O=C(NC(=S)Nc1ccc(CN2CCOCC2)cc1)c1ccccc1[N+](=O)[O-] | -15 | -2 | -0.1 | -4 | 3 | -3 | x | x
C[C@H]1CN([C@@H](C)CO)S(=O)(=O)c2ccc(-c3ccncc3)cc2O[C@H]1CN(C)Cc1ccc(Oc2ccccc2)cc1 | 9 | -1 | -0.4 | 23 | -21 | -28 | 0.5 | -15
Cc1cccc(C)c1NC(=O)CNC(=O)c1c(C)nn(-c2ccccc2)c1C | 0 | x | -0.1 | -1 | -7 | -2 | 0.4 | x
COc1cccc(OC(=O)c2cc3ccccc3oc2=O)c1 | x | 8 | 0.1 | 1 | 2 | -3 | x | 2
CC(/C=N/n1c(C2CCCCC2)n[nH]c1=S)=C\c1ccccc1 | -14 | 4 | x | x | 2 | -2 | x | 4
COc1cccc(-c2ccc3c(c2)O[C@@H](CN(C)Cc2cccnc2)[C@@H](C)CN([C@H](C)CO)S3(=O)=O)c1 | 2 | 4 | 0.0 | -2 | 15 | -9 | -0.3 | 0
CCN(CC)C(=O)CSc1nc(C)cc(C)n1 | -2 | x | 0.2 | -3 | -4 | 18 | x | x
O=C(NCC(=O)N(c1ccccc1)C(C(=O)NC1CCCC1)c1ccncc1)c1cccs1 (configuration not stated) | -8 | -14 | 0.0 | -3 | -15 | -5 | x | 1
C[C@H](CO)N1C[C@H](C)[C@@H](CN(C)S(=O)(=O)c2cn(C)cn2)OCCCC[C@H](C)Oc2ccc(NS(=O)(=O)c3cn(C)cn3)cc2C1=O | -8 | -9 | 0.4 | -7 | 1 | 7 | -0.3 | 1
Cc1[nH]c2ccccc2c1CCN(Cc1cccnc1)C(=S)NC(C)(C)C | -5 | -10 | 0.0 | 7 | -36 | -5 | 0.0 | -2
COc1ccc(CN2C[C@H](C)[C@H](OC)CN(C)C(=O)c3cc(NC(C)=O)ccc3OC[C@@H]2C)cc1 | -4 | -7 | 0.0 | 5 | 3 | -4 | 0.0 | 6
COc1cc(CN(C)Cc2cccc3ccccc23)cc([N+](=O)[O-])c1O | 1 | -5 | 0.0 | 7 | -12 | 6 | 0.1 | -7
O=C(CN1C(=O)c2cccc([N+](=O)[O-])c2C1=O)OCC(=O)N1CCCCC1 | x | 0 | 0.2 | 1 | 2 | -2 | 0.0 | x
COc1ccc(NC(=O)CSc2nc3[nH]c(=O)[nH]c(=O)c3s2)cc1OC | -2 | 10 | 0.7 | -2 | -19 | 11 | x | 0
CC1CC(C)CN(C(=O)COC(=O)c2ccc3ncsc3c2)C1 (configuration not stated) | -4 | -3 | -0.1 | -5 | -9 | -3 | x | -3
CN(C)c1ccc(CNCc2cccnc2)cc1 | -5 | 7 | 0.0 | 5 | -12 | -17 | x | x
Cc1cc(C)cc(N(CC(=O)NCc2ccco2)C(=O)CCC(=O)Nc2nccs2)c1 | 9 | 2 | 0.0 | -1 | -24 | -4 | x | -7
CCOc1cc(CNCc2cccnc2)ccc1OCC(=O)NC(C)(C)C | 9 | -7 | -0.1 | 4 | -5 | 2 | 0.0 | -3
Fc1ccccc1OCCCn1ccnc1 | -1 | -6 | 0.2 | -6 | -11 | 3 | 0.3 | 10
C/C(=N/NC(=O)c1cccs1)c1ccco1 | 2 | x | -0.1 | -29 | -6 | 3 | x | x

Further results follow.
SMILES | FN deposit inh | RAD54 inh | Xi reactivation | EWS-Fli inh | RAD52 inh | S100A4 inh HTS | E-sel inducer | esBAF inh
CC(C)CNc1ccc2c(c1)OC[C@H](C)NS2(=O)=O | 10 | x | -0.1 | -1 | 6 | -5 | 0.2 | x
O=C(/C=C/c1ccc(F)cc1)NC(=S)N1CCN(Cc2ccccc2)CC1 | -4 | 3 | 0.0 | -8 | -46 | -4 | 0.0 | 2
CCOC(=O)C(Cc1ccccc1)NC(=O)CCC(=O)c1ccc(OC)cc1 (configuration not stated) | -15 | -4 | 0.0 | -18 | -3 | -1 | x | -8
CCC(=O)NC1(C(F)(F)F)C(=O)Nc2c1c(=O)n(C)c(=O)n2C (configuration not stated) | 1 | 1 | x | x | x | x | 7.7 | -4
O=C(Cc1ccccn1)NCC[C@H]1CC[C@@H](NC(=O)Nc2ccccc2)[C@@H](CO)O1 | x | -10 | -0.4 | -6 | -18 | -3 | 0.2 | 1
COc1cc(OC)cc(C(=O)N[C@H](C(=O)OCC(=O)N2CCc3ccccc32)C(C)C)c1 | 16 | x | -0.9 | -9 | 19 | 3 | -0.2 | x
CC(C(=O)NC1CCCC1)n1c(C2CCCC2)nc2ccccc21 (configuration not stated) | -8 | x | 0.1 | -12 | -4 | -4 | -0.1 | x
C[C@@H]1CCCCO[C@@H](CN(C)C(=O)C2CCCCC2)[C@H](C)CN([C@@H](C)CO)C(=O)c2cc(N(C)C)ccc2O1 | x | -17 | 1.4 | 11 | 9 | -33 | 2.1 | 9
COc1ccc(S(=O)(=O)N2CCC3CC2c2cc(-c4ccc5c(c4)OCO5)ccc23)cc1 (configuration not stated) | 5 | 3 | x | 9 | 3 | -1 | 0.0 | -8
C[C@@H]1CCCCO[C@@H](CN(C)CC2CC2)[C@H](C)CN([C@@H](C)CO)C(=O)c2cc(NS(=O)(=O)c3ccc(F)cc3)ccc2O1 | x | 4 | 0.0 | x | 24 | 21 | 0.6 | 2
COc1ccc(C2=CN(Cc3ccccc3)CCC2=O)cc1 | -19 | 2 | 0.1 | -56 | 0 | -3 | 0.4 | 29
O=C(NCCc1c[nH]c2ccccc12)c1[nH]c(C(F)(F)F)nc1-c1ccccc1 | 5 | 1 | -0.1 | 17 | -49 | 1 | 0.2 | -1
C[C@@H]1CN([C@@H](C)CO)C(=O)c2ccccc2-c2ccccc2CO[C@@H]1CN(C)C(=O)c1ccccc1 | -6 | 1 | 0.2 | -3 | 4 | -1 | -0.1 | -3
CC(C)NC(=S)n1cc(C(=O)c2cc(Cl)cc(Cl)c2O)cn1 | 2 | -4 | 0.1 | -6 | -16 | -9 | x | -4
CN1[C@@H]2Cn3c(ccc(C4=CCCCC4)c3=O)[C@H]1[C@@H](C(=O)NCc1ccc(F)cc1)[C@@H]2CO | x | 7 | 0.0 | 10 | -2 | 6 | -0.2 | 0
Cc1ccc2[nH]c(=O)c(-c3noc(CC(C)C)n3)cc2c1 | 3 | 1 | 0.0 | -3 | -16 | -3 | x | 6
C=CCNc1nc(C(=O)OCC(=O)Nc2cccc(SC)c2)cs1 | -9 | -10 | 0.1 | -3 | -9 | 30 | x | -9
CCCN=C1N(C)C[C@@H]2[C@@H]3C(=O)N(Cc4ccccc4)C(=O)[C@@H]3[C@](CC)(C(=O)OC)N12 | 4 | -6 | 0.1 | 4 | -2 | 0 | 0.5 | -2
CCCCNC(=O)CCC(=O)NNc1nc2ccccc2c2nc(-c3ccccc3)nn12 | 3 | x | 0.1 | 7 | -8 | 0 | x | x
C=CCN=C1NC(CCc2ccccc2)C(C(=O)OC)=C(C)N1Cc1ccccc1C(F)(F)F (configuration not stated) | 9 | x | 1.0 | 13 | 31 | -15 | -0.2 | x
COc1ccc(OC)c(S(=O)(=O)Nc2c(C)cccc2C)c1 | -12 | -9 | 0.0 | -10 | -17 | 22 | x | 5
O=C(Nc1ccc2c(c1)[C@H]1C[C@@H](CC(=O)N3CCOCC3)O[C@H](CO)[C@H]1O2)NC1CCCCC1 | -6 | -8 | 0.0 | 10 | -3 | 3 | 0.0 | -1
Cc1ccc(NC(=O)CCC(=O)NNC(=O)COc2cccc3ccccc23)c(C)c1 | x | -5 | x | 4 | -17 | 0 | x | 0
Cc1nnc(NNS(=O)(=O)c2ccc(Cl)cc2)[nH]c1=O | -9 | x | 0.0 | 1 | -6 | -3 | 0.2 | 0
CCC(=O)Nc1nnc(-c2ccccn2)o1 | -2 | x | 0.0 | 2 | -7 | -1 | -0.2 | x

Going on with the list:
SMILES | FN deposit inh | RAD54 inh | Xi reactivation | EWS-Fli inh | RAD52 inh | S100A4 inh HTS | E-sel inducer | esBAF inh
CCOC(=O)c1sc(NC(=S)NC(=O)c2ccc(OC)cc2)nc1C | 2 | 0 | 0.0 | -43 | -12 | -2 | x | 9
COc1ccc(C(C)(C)C)cc1NC(=O)CSc1ncn[nH]1 | 4 | 4 | 0.0 | 9 | -11 | -2 | -0.2 | x
Cn1c(CC(=O)Nc2ccccc2Cl)nnc1SCC(=O)Nc1nncs1 | -3 | -1 | 0.5 | -2 | -10 | -4 | 0.2 | -5
O=C(N/N=C/c1ccc(OCC(=O)N2CCCCC2)cc1)c1ccccc1O | x | 5 | 0.1 | -4 | x | x | x | 18
C/C(CC(=O)Nc1cc(C)ccn1)=N\NC(=O)c1ccncc1 | 4 | 2 | 0.2 | -19 | 1 | 1 | -0.2 | 12
C[C@H]1CN([C@@H](C)CO)C(=O)c2cc(NC(=O)CCC(F)(F)F)ccc2O[C@@H]1CN(C)Cc1ccncc1 | x | 1 | 0.3 | -5 | 18 | 2 | 0.8 | 4
CN(Cc1nccs1)C(=O)c1ccc(OC2CCN(CCc3ccccc3)CC2)cc1 | 0 | 2 | 0.0 | x | -11 | -2 | -0.1 | 12
CC(=O)Oc1ccc(C(=O)Nc2ccc(C3(C#N)CCCC3)cc2)cc1 | -4 | 8 | 0.0 | -96 | -3 | -1 | x | 51*
CN1c2ccc(-c3ccc(F)cc3)cc2[C@@H]2[C@@H](CCN2C(=O)C2CCOCC2)[C@@H]1CO | 2 | -5 | 0.1 | -15 | 7 | 2 | -0.5 | -2

Filtered by structure: the compounds so far with a thiophene ring, fused or not.
SMILES | FN deposit inh | RAD54 inh | Xi reactivation | EWS-Fli inh | RAD52 inh | S100A4 inh HTS | E-sel inducer | esBAF inh
C[C@@H]1CCCCO[C@@H](CN(C)S(=O)(=O)c2cccs2)[C@@H](C)CN([C@H](C)CO)C(=O)c2cc(N(C)C)ccc2O1 | x | -3 | -1.3 | -2 | 10 | 2 | -0.2 | -1
O=C(NCC(=O)N(c1ccccc1)C(C(=O)NC1CCCC1)c1ccncc1)c1cccs1 (configuration not stated) | -8 | -14 | 0.0 | -3 | -15 | -5 | x | 1
C/C(=N/NC(=O)c1cccs1)c1ccco1 | 2 | x | -0.1 | -29 | -6 | 3 | x | x

esBAF inh: what is marked active above.
| structure | RAD52 inh | S100A4 inh HTS | esBAF inh |
| --- | --- | --- | --- |
| CC(=O)Oc1ccc(C(=O)Nc2ccc(C3(C#N)CCCC3)cc2)cc1 | -3 | -1 | 51* |
